# procasp7 counter = procaspase-7 activators, primary screen, counter-screen for procaspase-3 activator project, biochemical, absorbance, HTS, human. Caspase-7 (Homo sapiens), P55210. recombinant procaspase-7, Ac-DEVD-pNA absorbance 405 nm; D23A/D198A/D206A triple mutant, cannot self-cleave; scale: DMSO 0, 5 µM enzyme 100. AID 463210, 2010. activation, % at 8.5 µM. 330,000 compounds, 0.093% hits;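 active = percent activation above the screen-wide mean plus 3 SD, cut at about 25% in these data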
# Target sequence (P55210 whole entry D23A/D198A/D206A): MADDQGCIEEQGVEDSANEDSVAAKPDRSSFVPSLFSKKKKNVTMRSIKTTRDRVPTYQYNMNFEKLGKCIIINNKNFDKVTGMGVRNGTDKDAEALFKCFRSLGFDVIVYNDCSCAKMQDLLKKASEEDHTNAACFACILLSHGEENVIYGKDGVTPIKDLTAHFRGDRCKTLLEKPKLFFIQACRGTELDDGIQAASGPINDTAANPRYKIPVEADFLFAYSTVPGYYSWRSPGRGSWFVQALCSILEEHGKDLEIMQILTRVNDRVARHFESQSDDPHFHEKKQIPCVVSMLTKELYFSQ
#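 Material: Procaspase-7 triple mutant (PC-7 D3A) | Quantity: 2 µM procaspase-7 mutant as dispensed | Reagent: DEVD-pNA substrate | Times: 1 h preincubation, 2 h reaction | Technique: 405 nm absorbance of p-nitroaniline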
# PP5 primary = PP5 phosphatase inhibitors, primary screen, biochemical, fluorescence; purified PP5c, OMFP substrate fluorescence; inhibition, % at 6.7 µM; 320,000 compounds, 0.18% hits;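 active = inhibition above the campaign's mean inhibition across all tested compounds plus 3 SD, cut at about 9.5% in these data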;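 also: 0% = DMSO only and 100% = 100 µM cantharidin control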
# PP1 inh = PP1-alpha phosphatase inhibitors, primary screen, counter-screen for PP5 inhibitor project, biochemical, fluorescence, OMFP substrate, single point | 320,000 compounds, 0.9% hits | inhibition, % at 6.7 µM | purified PP1alpha | AID 2235, 2010;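 active = inhibition above the mean inhibition of all tested compounds plus 3 SD, computed separately for each screening campaign, cut at about 15% in these data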
# Target sequence (P62136 whole entry, looked up): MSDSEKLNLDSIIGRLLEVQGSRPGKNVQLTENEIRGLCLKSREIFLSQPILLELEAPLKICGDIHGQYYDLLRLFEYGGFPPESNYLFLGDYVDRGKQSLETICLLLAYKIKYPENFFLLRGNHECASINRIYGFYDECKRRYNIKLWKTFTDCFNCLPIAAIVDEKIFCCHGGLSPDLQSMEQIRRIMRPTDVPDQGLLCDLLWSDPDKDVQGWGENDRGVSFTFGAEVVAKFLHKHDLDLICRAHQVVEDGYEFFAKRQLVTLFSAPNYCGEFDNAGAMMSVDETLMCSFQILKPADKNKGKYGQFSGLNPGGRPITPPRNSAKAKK
# procasp3 activ = activators of human procaspase-3 D3A mutant, primary screen, biochemical, absorbance, PC-3 D3A mutant, single concentration. Caspase-3 (Homo sapiens), P42574. recombinant procaspase-3 D3A, Ac-DEVD-pNA absorbance 405 nm. activation, % at 8.5 µM. 330,000 compounds, 0.11% hits. AID 463141, 2010;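 active = activation above the mean of all tested compounds plus 3 SD, cut at about 21% in these data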;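 also: 0% = DMSO alone and 100% = DMSO wells spiked with extra 5 µM PC-3 D3A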
# Target sequence (P42574 whole entry D9A/D28A/D175A): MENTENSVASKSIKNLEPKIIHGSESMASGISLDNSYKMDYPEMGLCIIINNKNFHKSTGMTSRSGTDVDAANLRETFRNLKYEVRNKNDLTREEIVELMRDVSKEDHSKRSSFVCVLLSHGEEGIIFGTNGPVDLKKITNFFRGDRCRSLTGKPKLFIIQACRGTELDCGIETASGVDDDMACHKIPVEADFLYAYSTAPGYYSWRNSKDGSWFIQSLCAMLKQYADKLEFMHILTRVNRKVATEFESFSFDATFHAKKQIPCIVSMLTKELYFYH
#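 Assay system – Procaspase-3 D3A mutant · Benchmarks – DMSO low control, extra-enzyme high control · Technique – 405 nm absorbance of p-nitroaniline, reads at 0 and 120 min · Doses – 8.5 µM nominal · Measure – % activation between DMSO and enzyme-spiked controls · Also added – Ac-DEVD-pNA chromogenic peptide substrate · Schedule – 1 h compound preincubation, 2 h substrate hydrolysis at 25 °C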
# core dimer inh = inhibitors of HCV core protein dimerization, primary screen, biochemical, TR-FRET, high-throughput; TR-FRET GST/Flag-core106 dimerization, 1536-well; inhibition, % at 5 µM; 300,000 compounds, 0.33% hits; AID 1899, 2009;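 active = inhibition above the mean of all tested compounds plus 3 SD, set per screening campaign, cut at about 45% in these data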
#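 Material: GST/Flag-tagged HCV core106 proteins. Incubation: 4 h, 22.5 °C incubation. Read-out basis: inhibition (%) from 671 over 617 nm ratio. Measured by: TR-FRET, excitation 340 nm, emission 617 and 671 nm.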
# CTSL1 counter = Fasciola hepatica cathepsin L1 inhibitors, primary screen, counter-screen for PFM18AAP inhibitor project, biochemical, QFRET, fluorogenic peptide substrate; recombinant F. hepatica cathepsin L1, Z-Leu-Arg-MCA fluorescence; inhibition, % at 5.96 µM; 300,000 compounds, 0.49% hits;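 active = inhibition above the mean of all tested compounds plus 3 SD, set per screening campaign, cut at about 17% in these data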;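 also: 0% = plate median of test compound wells and 100% = 1 µM Z-Phe-Ala-diazomethylketone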
# AHR act = AHR activators, primary screen, cell-based, luminescence, luciferase reporter, human; Aryl hydrocarbon receptor (Homo sapiens), P35869; AHR-responsive luciferase reporter cells; activation, % at 5 µM; 320,000 compounds, 2.5% hits; AID 2796, 2010; in the data active = activation above about 47%;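 also: 0% = vehicle wells and 100% = reference agonist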
# TPT1 inhibitor = Candida albicans TPT1 enzyme inhibitors, primary screen, biochemical, fluorescence polarization; tRNA 2'-phosphotransferase TPT1 (Candida albicans SC5314); recombinant caTPT1, FP RNA substrate dephosphorylation; inhibition, % at 5 µM; 300,000 compounds, 0.81% hits; AID 1962, 2009;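 active = inhibition above the mean of all tested compounds plus 3 SD, set per screening campaign, cut at about 24% in these data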;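 also: plate controls were DMSO alone for no effect and ferristatin control at 100 nM for full effect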
# PAFAH2 FP inh = PAFAH2 enzyme inhibitors, primary screen, biochemical, fluorescence polarization, human; recombinant PAFAH2, FP-rhodamine activity probe; 340,000 compounds, 0.99% hits; inhibition, % at 3.39 µM; Platelet-activating factor acetylhydrolase 2, cytoplasmic (Homo sapiens), Q99487;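 active = inhibition above the mean over all tested compounds plus 3 SD, cut at about 30% in these data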;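 also: inhibitors block probe labeling of enzyme so polarization drops; 0% = enzyme with DMSO and 100% = wells lacking PAFAH2 protein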
# Starred values were filed as active, the others as inactive; / = not tested or not shown.
SMILES,procasp7 counter,PP5 primary,PP1 inh,procasp3 activ,core dimer inh,CTSL1 counter,AHR act,TPT1 inhibitor,PAFAH2 FP inh
COCCN1CCN(C(=O)C2CCC(=O)N(CCCc3ccccc3)C2)CC1 (stereo not given),8,1.0,-8,6,0,2,-3,-1,14
c1ccc(N2CCN(C3CC4CCC3C4)CC2)cc1 (stereo not given),6,1.6,-2,3,-6,3,-2,-1,-2
CCOC(=O)C1CCN(c2ccc([N+](=O)[O-])cc2S(=O)(=O)N2CCOCC2)CC1,-9,-0.2,2,-6,0,5,-4,-4,-15
O=C(/C=C/c1cccc([N+](=O)[O-])c1)Nc1ccc(Cl)cn1,14,0.7,-2,5,19,-1,1,-30,1
O=C(CSCCN1C(=O)c2ccccc2C1=O)Nc1ccc2ccccc2c1,5,2.8,2,3,-2,1,5,0,0
CCn1c(C)cc(C(=O)CSc2nnc(-c3ccco3)o2)c1C,2,1.7,-5,3,/,/,-5,/,11
CCOc1ccc(C(=O)C[n+]2ccc(C(=O)NCCO)cc2)cc1,-8,-1.1,0,-1,-4,-6,1,-2,-3
CC(=O)N1N=C(c2ccccc2)CC1c1cn(Cc2ccccc2)c2ccccc12 (stereo not given),-44,-0.9,10,2,17,-6,3,2,-5
CC(=O)Nc1ccc(S(=O)(=O)N(C)CC(=O)NCCOc2ccccc2)cc1,-4,/,/,7,/,/,2,/,6
CN(C)S(=O)(=O)c1ccc(NC(=O)CSc2nnc(-c3ccco3)n2N)cc1,10,/,/,2,/,/,-1,/,10
COc1cnc(-c2ccccn2)nc1Oc1ccccc1Cl,3,-0.9,30*,-4,-3,1,19,-2,-2
CC1=C(C)CC(C(=O)c2ccc(C)cc2)C(C(=O)O)C1 (stereo not given),-7,-1.6,-1,-2,1,3,-1,-1,7
CCCOc1cccc(C(=O)N(Cc2ccco2)C2CCS(=O)(=O)C2)c1 (stereo not given),5,-1.0,-1,-1,5,8,3,-3,5
CCC(=O)Nc1ccc(-c2csc(C)n2)cc1,-7,2.4,-2,-2,-5,-2,-2,2,-5
Cn1nc(C(=O)N2CCN(c3ccccc3)CC2)c2c1-c1ccccc1S(=O)(=O)C2,3,1.8,-3,2,5,-1,-3,-1,5
Cn1c(/C=C/c2ccc(Cl)cc2)c([N+](=O)[O-])c(=O)n(C)c1=O,14,2.0,2,-2,14,-4,13,0,-1
COc1ccc(/C=C/C(=O)NC(=S)Nc2cc3oc4ccccc4c3cc2OC)cc1,-2,1.4,-3,-12,-2,-2,18,3,-4
CCOc1ccc(CN2CCN(Cc3cccn3-c3nccs3)CC2CCO)cc1 (stereo not given),1,2.4,-5,1,3,0,4,0,-9
CC1CC(CC(=O)Nc2nc(-c3ccccc3)cs2)C(=O)O1 (stereo not given),-11,2.0,-2,0,6,-1,8,-1,9
O=C(c1ccc(Cl)cc1)N1CCC(C(=O)N2CCCc3ccccc32)CC1,2,0.9,3,-14,-3,-2,2,2,-3
CCOC(=O)c1c(C)[nH]c(C(=O)COC(=O)/C=C/c2cccc(OC)c2OC)c1C,1,0.2,1,-6,1,-9,11,-3,0
COc1ccc(C(=O)NC(CCSC)C(=O)N2CCCCCC2)cc1 (stereo not given),-12,-1.0,3,-1,-13,-4,3,-2,9
CCOC(=O)Cc1csc(NC(=O)CN(C)S(=O)(=O)c2ccc3c(c2)CCC(=O)N3)n1,-5,3.0,6,9,0,1,2,-5,-1
COc1ccc(-n2nc3c(c2NC(=O)C(C)Oc2ccccc2)CS(=O)C3)cc1 (stereo not given),-6,-5.2,-11,6,-13,5,3,-3,-1
COc1ccc(CC(=O)O)cc1O,4,-0.2,-2,16,11,-2,-1,-6,6
O=C(NCCN1CCN(Cc2ccccc2Cl)CC1)Nc1ccccc1,-4,3.3,0,-4,-2,0,-1,1,8
O=S(=O)(c1ccc(F)cc1)N1CCN(C(=S)NCCc2ccccc2)CC1,4,5.2,5,2,-6,3,2,2,-2
Cc1cccc(OCCC(=O)Nc2ccc(C)c(S(=O)(=O)N3CCOCC3)c2)c1,-1,/,/,-7,/,/,1,/,-2
Cc1cc(C)n(-c2ccc(C(=O)OCC(=O)c3ccc(Br)s3)cc2)n1,-6,-0.1,12,0,27,2,3,12,50*
O=C(CCn1c(=O)oc2ccccc21)N1CCN(c2ccccc2Cl)CC1,-3,1.4,-3,7,12,-5,2,-4,6
O=C1NCCN(Cc2c(F)cccc2Cl)C1CC(=O)N1CCCCO1 (stereo not given),1,1.4,-5,8,1,-2,14,0,0
O=C(O)C1CCCCC1C(=O)Nc1nc(-c2ccc(Cl)s2)cs1 (stereo not given),-1,0.5,1,4,34,2,3,8,13
Cc1cc(=O)nc2c3ccccc3n(CC(=O)NCCCN3CCOCC3)n12,-6,2.9,1,1,-6,-2,12,-2,-8
COC(=O)CCN(c1ccccc1)S(=O)(=O)c1cc(-c2cc(C)no2)ccc1C,-1,-0.7,0,3,4,5,0,0,8
Cc1ccc(F)cc1S(=O)(=O)NCc1ccc(N2CCN(C)CC2)cc1,7,-0.6,-3,-10,1,-4,0,-3,/
CC(C)=C1C(=O)NN(c2cccc(Cl)c2)C1=O,1,0.0,3,1,-8,0,3,8,9
O=C(CSc1nc2ccccc2o1)Nc1nncs1,14,-1.1,-1,4,4,3,0,0,-3
C#CCOc1ccc(/C=N/O)cc1Cl,9,-2.8,-3,-4,3,1,6,2,4
CC(C)Cn1c(N)c(C(=O)COC(=O)CN2C(=O)C3CC=CCC3C2=O)c(=O)n(C)c1=O (stereo not given),6,-2.6,-1,4,1,-2,2,0,1
CCCc1nn2c(=O)cc(CSCC(=O)Nc3ccc(C)cc3)nc2s1,-13,-1.3,-1,-1,-11,4,2,-3,0
COc1cc(C(=O)Nc2ccc(S(=O)(=O)Nc3nccc(C)n3)cc2)cc(OC)c1OC,2,0.7,-3,5,-25,3,1,2,-2
O=C(CCCn1cc([N+](=O)[O-])cn1)NCc1ccccc1,1,1.2,-2,3,-3,4,-2,2,-3
O=C(COC(=O)c1cccnc1Cl)Nc1ccc(S(=O)(=O)N2CCOCC2)cc1,-4,/,/,-2,/,/,-2,/,-2
CC1(C)Nc2ccccc2C(=O)N1NS(=O)(=O)c1ccccc1,8,-2.4,-5,3,8,0,1,-3,-1
O=C1c2cccc3cc([N+](=O)[O-])cc(c23)C(=O)N1CC1CCCO1 (stereo not given),0,-1.7,-2,1,0,1,4,-4,3
CNC(=O)Nc1ccc(S(N)(=O)=O)cc1,-8,1.5,1,7,1,-1,-1,-3,-4
COC(=O)c1ccc(C2/C(=C(\O)c3ccc4c(c3)OCCO4)C(=O)C(=O)N2CCCN(C)C)cc1 (stereo not given),-8,0.5,-3,4,-1,0,2,-5,-7
NS(=O)(=O)c1ccc(NC(=O)COc2cccc3ccccc23)cc1,9,1.6,1,2,7,2,5,2,-9
CC(C)(C)NC(=O)N1CCCN(c2ccc(C(F)(F)F)cn2)CC1,6,1.2,-4,1,-4,-3,-4,-4,8
COC(=O)c1ccc2c(=O)n(C3CCCCC3)c(SCC#N)nc2c1,-1,0.3,-1,-2,11,2,4,-1,-4
CC(C)(C)C1=Nn2c(nnc2-c2ccco2)SC1,12,0.8,-1,4,-9,-1,2,-2,-1
CC1CN(C(=S)Nc2ccccc2C(F)(F)F)CC(C)O1 (stereo not given),0,-1.5,-5,-7,9,-4,0,3,-2
Cc1cccc(-c2nc(C#N)c(N3CCCCC3)o2)c1,-5,0.2,2,-7,5,2,3,2,1
CC1(C)Cc2c(sc3ncnc(NN)c23)CO1,-18,0.1,1,-43,-10,1,12,-4,0
Cc1ccc(S(=O)(=O)N2CCCCCC2)cc1[N+](=O)[O-],-6,1.3,1,0,-5,-6,12,1,4
O=CN1CCN(C(=O)CC(c2ccccc2)c2cc(Br)ccc2O)CC1 (stereo not given),-6,2.1,-1,-8,-3,1,0,1,6
COc1ccc(CCn2c(N3CCN(C)CC3)nc3c2c(=O)[nH]c(=O)n3C)cc1,0,2.0,-6,2,-8,-3,8,6,-4
CCOc1ccc(/C=C(\C(=O)O)c2ccc(S(=O)(=O)N3CCOCC3)s2)cc1OC,-6,-1.9,1,7,0,2,0,4,-4
c1cc(SC2CCCCC2)cc(-c2nc3cnccn3c2NC2CCCCC2)c1,-9,/,/,-4,/,/,15,/,5
Cc1ccc(NC(=O)COC(=O)CCc2ccc(S(=O)(=O)N3CCOCC3)cc2)cc1F,6,2.6,-1,-8,0,-3,2,0,1
# The listing continues:
SMILES,procasp7 counter,PP5 primary,PP1 inh,procasp3 activ,core dimer inh,CTSL1 counter,AHR act,TPT1 inhibitor,PAFAH2 FP inh
O=c1c2ccccc2nc(COc2ccccc2)n1/N=C/c1c[nH]c2ccccc12,2,3.1,1,0,1,2,63*,-2,-1
COC(=O)c1cc(C(=O)CC(C)C)c[nH]1,2,2.2,1,-2,-2,3,-1,-2,-8
CC(SCC(=O)O)c1nc2ccccc2[nH]1 (stereo not given),0,-1.2,-3,-8,-3,-6,4,1,5
CCOc1ccc(S(=O)(=O)NCCc2ccccn2)cc1,8,/,/,6,/,/,3,/,5
CCOC(=O)Cn1nnnc1CN(Cc1ccc(OC)cc1)Cc1cc2cc(CC)ccc2[nH]c1=O,-12,3.6,2,-12,6,7,5,0,2
N#Cc1c(N2CCOCC2)nc(-c2ccco2)c2c1CCCC2,-29,3.0,1,-22,6,42*,0,-5,0
CCCc1cc(=O)oc2c(CN(CC)CC)c(O)c(Cl)cc12,4,-0.8,-5,5,6,3,-1,-2,1
O=C(C1=C[C@@H](c2ccccc2)C[C@@H](OCCCCO)O1)N1CCOCC1,-2,-1.6,1,-14,-10,0,1,3,-5
COC(=O)Cc1nnc(NC(=O)c2ccccc2)s1,0,-2.0,-2,-3,6,1,20,0,7

# Complete entries, quoted from the list.
# Profile of `C#CCOc1ccc(/C=N/O)cc1Cl` = procasp7 counter: 9; PP5 primary: -2.8; PP1 inh: -3; procasp3 activ: -4; core dimer inh: 3; CTSL1 counter: 1; AHR act: 6; TPT1 inhibitor: 2; PAFAH2 FP inh: 4
# Profile of `O=c1c2ccccc2nc(COc2ccccc2)n1/N=C/c1c[nH]c2ccccc12` = procasp7 counter: 2; PP5 primary: 3.1; PP1 inh: 1; procasp3 activ: 0; core dimer inh: 1; CTSL1 counter: 2; AHR act: 63*; TPT1 inhibitor: -2; PAFAH2 FP inh: -1
